# Vif-A3F inh: qHTS for Inhibitors of Vif-A3F Interactions: qHTS; HeLa A3F-eYFP + Vif (tagged APOBEC3F with the HIV-1 protein that degrades it), YFP fluorescence increase; Potency, µM (doses to about 46.1 µM), for the others: at the highest dose activity, negative = active; hit rate 0.2% among 390,000; note: potency is the fitted concentration of half-maximal effect; % of control where 0% means no effect; nearly all actives have a fitted effect of over 65% in size
#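 Fluorescence increase (Ex 488/Em 500-530) after overnight compound treatment at 37 deg C flags inhibition of Vif-driven A3F-eYFP loss in stable HeLa A3F-eYFP/Vif cells seeded overnight beforehand.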
# D1 antag: Antagonist of Human D 1 Dopamine Receptor: qHTS. activity change, negative = inhibition, % at 10 µM. HEK293 TREx D1 cells, calcium flux, dopamine EC80; stronger effect = lower value. hit rate 3.2% among 360,000; in the data active = activity change below about -30%; note: % is set by controls: 0 for no effect and ±100 for the full control effect
#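 Using tetracycline-induced force-coupled D1 Hek293 cells and a calcium dye, signals were followed for 180 s after compound, then for 180 s after EC80 dopamine, to detect inhibitors.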
# Vif-A3G inh: qHTS for Inhibitors of Vif-A3G Interactions: qHTS; DNA dC->dU-editing enzyme APOBEC-3G (Homo sapiens), Q9HC16; HeLa A3G-eYFP + Vif (tagged APOBEC3G with the HIV-1 protein that degrades it), YFP fluorescence, overnight; Potency, µM (highest dose often 46.1 µM), for the others: at the highest dose activity, negative = active, most hits filed as inhibitors; hit rate 0.076% among 410,000; AID 602310, 2012;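 note: potency is the fitted concentration of half-maximal effect; % is set by controls: 0 for no effect and ±100 for the full control effect; nearly all actives have a fitted effect of over 60% in size; hits raise eYFP signal because A3G escapes Vif-driven loss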
# Target sequence (Q9HC16 whole entry, looked up): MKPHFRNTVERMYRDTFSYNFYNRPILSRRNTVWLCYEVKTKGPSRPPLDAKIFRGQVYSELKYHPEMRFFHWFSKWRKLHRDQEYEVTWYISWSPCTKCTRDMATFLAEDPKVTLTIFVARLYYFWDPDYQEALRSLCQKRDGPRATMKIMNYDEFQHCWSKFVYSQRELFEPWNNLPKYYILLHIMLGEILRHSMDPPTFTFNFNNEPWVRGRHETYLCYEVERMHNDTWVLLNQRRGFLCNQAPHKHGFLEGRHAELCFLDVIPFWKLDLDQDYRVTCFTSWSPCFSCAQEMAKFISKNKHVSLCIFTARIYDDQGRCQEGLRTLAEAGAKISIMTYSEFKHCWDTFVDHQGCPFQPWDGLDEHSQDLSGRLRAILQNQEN
#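 Read-out is eYFP fluorescence (Ex 488/Em 500-530) from Vif-expressing HeLa A3G-eYFP cells; more signal means A3G escaped Vif-mediated degradation. Cells plated overnight, compound pinned in, incubated overnight at 37 deg C.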
# RXFP1 agonist: qHTS Assay for Agonists of the Relaxin Receptor RXFP1; HEK293T-RXFP1 cAMP TR-FRET, 30 min; response scale: percent of porcine relaxin response, buffer zero; Potency, µM (series often up to 57.5 µM), for inactives: at the top dose activation, most hits filed as activators; hit rate 0.3% among 370,000; AID 2676, 2010; note: potency is the fitted concentration of half-maximal effect; % is set by controls: 0 for no effect and ±100 for the full control effect; nearly all actives have a fitted effect of over 60% in size; many of its hits are not listed in these tables
#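 Agonist response is measured as cAMP accumulation in an RXFP1-transfected HEK293T line under PDE4 inhibition. Values are scaled between buffer-only and 29 nM porcine relaxin, and EC50s come from standard Hill equation fits.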
# D1 ag: Allosteric Agonists of the Human D1 Dopamine Receptor: qHTS | hit rate 1% among 360,000 | activation, % at 2 µM | AID 504660, 2011 | HEK293 T-REx D1 cells, calcium flux, agonist mode | D(1A) dopamine receptor (Homo sapiens), P21728; in the data active = activation above about 30%; note: 0% is about no effect
#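 Tetracycline-induced HEK293 TREx D1 cells, force-coupled to calcium signalling, were dye-loaded with a no-wash calcium kit. Compound was pin-added after a 10 s baseline. Fluorescence was read kinetically at 1 cycle/s for 180 s, with calcium rises flagged as agonism.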
# D2 potentiator: HTS Assay for Positive Allosteric Modulators of the Human D2 Dopamine Receptor: Primary Screen for Potentiators. potentiation, % at 10 µM. hit rate 0.34% among 340,000. AID 485347, 2010. HEK293 T-REx D2, calcium flux, EC20 dopamine potentiation;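 active = potentiation over 3 SD above the plate norm, cut at about 30% in these data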; note: 0% is about no effect
# Target sequence (P14416 whole entry, looked up): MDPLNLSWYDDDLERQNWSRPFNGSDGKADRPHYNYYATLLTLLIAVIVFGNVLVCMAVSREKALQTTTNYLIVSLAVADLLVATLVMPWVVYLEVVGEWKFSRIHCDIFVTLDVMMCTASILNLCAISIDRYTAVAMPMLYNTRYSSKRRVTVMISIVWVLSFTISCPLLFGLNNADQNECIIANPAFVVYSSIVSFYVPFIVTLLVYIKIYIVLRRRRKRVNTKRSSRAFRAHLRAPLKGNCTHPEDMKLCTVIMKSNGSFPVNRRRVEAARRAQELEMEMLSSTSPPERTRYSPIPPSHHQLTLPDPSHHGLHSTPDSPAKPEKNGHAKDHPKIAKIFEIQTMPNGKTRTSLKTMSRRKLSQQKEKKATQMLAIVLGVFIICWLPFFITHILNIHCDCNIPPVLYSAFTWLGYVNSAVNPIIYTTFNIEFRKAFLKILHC
#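 Tetracycline-induced HEK293 T-REx cells force-coupled to calcium signalling expressed D2; compounds were pin-added after a 10 s baseline, read kinetically 180 s, then an EC20 dopamine challenge followed with a further 180 s calcium read.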
# GRP78 ERSR act: qHTS for Inducers of the Endoplasmic Reticulum Stress Response (ERSR) in Human Glioma: qHTS. U87-MG GRP78 promoter luciferase reporter, 16 h. AID 602332, 2012. hit rate 0.02% among 420,000. Potency, µM, inactives show at the highest dose activation, most hits filed as activators; note: potency is the fitted concentration of half-maximal effect; series mostly up to about 76 µM; % of control where 0% means no effect; nearly all actives have a fitted effect of over 35% in size
#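 Stably transfected U87-MG human glioma cells carrying a GRP78-based luminescent sensor were seeded at 1000 cells/well, pin-dosed with compounds and incubated 16 h. Luciferase reagent was then added, and end-point luminescence was read after 10 min at room temperature.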
# LDHA inh: qHTS assay for inhibitors of human lactate dehydrogenase; L-lactate dehydrogenase A chain (Homo sapiens), P00338; purified LDHA, NADH/diaphorase-resazurin fluorescence; stronger effect = lower value; activity change, % (values are at about 110 or 230 µM); hit rate 0.15% among 480,000; in the data active = activity change below about -30%; inconclusive = mostly about -25% to -30%;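 note: plate controls were DMSO wells for no effect and wells without enzyme for full effect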
#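 Enzyme activity of human lactate dehydrogenase 5 (2 nM; 0.06 mM NADH, 0.2 mM pyruvate, 5 min, RT) is measured via a resazurin/diaphorase fluorescence readout of residual NADH.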
# D1 potentiator: Potentiators of Human D1 Dopamine Receptor: qHTS; HEK293 TREx D1 cells, calcium flux, dopamine EC20 potentiation; D(1A) dopamine receptor (Homo sapiens), P21728; AID 504651, 2011; potentiation, % at 10 µM; hit rate 0.036% among 360,000; in the data active = potentiation above about 30%; note: 0% is about no effect
# An asterisk follows results filed as active; u = inconclusive; x = no result given; & = joins results of further samples. Unless noted, calls come from the whole dose curve; as a rule, active = well fitted curve in the direction sought with a large enough effect; inconclusive = small, poorly fitted or top-dose-only effect, or another doubt; inactive = no such curve, though single readings can be large; an effect the other way counts as inactive or inconclusive.
1	COCCNC(=O)C(=O)NNS(=O)(=O)c1ccc(Cl)cc1
2	CCOc1ccc(/C=N/OCC(=O)Nc2ccc3c(c2)OCO3)cc1
3	OC(CNC1CCCc2ccccc21)COc1ccc2ccccc2c1 (configuration not stated)
4	COc1ccc(CC(=O)N2CCCC2)c(OC)c1
5	COc1ccc(/C=N/Nc2nc(C)cc(-c3ccccc3)n2)c(OC)c1
6	CCCn1c(SCC(=O)Nc2cc(S(=O)(=O)N3CCCCC3)ccc2C)n[nH]c1=O
7	Cc1cc(Br)cc(C)c1OCC(=O)NNC(=O)c1cccs1
8	Cc1nonc1C1CCCN1Cc1cn[nH]c1-c1ccc2c(c1)OCO2 (configuration not stated)
Compound	1	2	3	4	5	6	7	8
GRP78 ERSR act	-4%	-3%	3%	-3%	-1%	-3%	-6%	-3%
Vif-A3F inh	2%	-3%	u	3%	0%	-3%	-9%	u
D1 antag	-6	-9	5	-2	-8	9	-37*	-1
RXFP1 agonist	0.8%	2.5%	3.5%	1.0%	-0.4%	0.4%	-3.8%	-0.5%
D1 ag	3	-2	10	1	0	0	3	1
D2 potentiator	-7	-5	-10	-3	-2	-6	5	-5
D1 potentiator	0	-2	-1	x	-7	0	0	6
LDHA inh	1	-11	-13	1	-13	-5	-7	-2
Vif-A3G inh	-1%	3%	-13%	1%	-1%	0%	2%	-1%

9	CCC(CC)n1[nH]c(=O)cc1N
10	CC(C)OCCCNC(=O)Cn1ccc2cc(S(=O)(=O)N3CCCCC3)ccc21
11	Cn1c(N)c(Br)c(-c2ccc(F)cc2)c(C#N)c1=O
12	CCN1CCN(C(=O)c2cc3c(=O)n(C)c4ccccc4c3n2C)CC1
13	CCOc1ccc(C(=O)c2ccc(OCC)c(N)c2)cc1N
14	COc1ccc(-c2cn(CCc3c[nH]c4ccccc34)nn2)cc1
15	CCCCCCc1ccc(N2C[C@H](C)[C@@H](CC(=O)NCc3ccccc3)C2=O)cc1
16	COc1ccc(C2(N3CCN(c4cc(C)ccc4C)CC3)C(=O)c3ccccc3C2=O)cc1
Compound	9	10	11	12	13	14	15	16
GRP78 ERSR act	-3%	0%	-6%	-2%	4%	0%&2%	-1%	-1%
Vif-A3F inh	1%	21%	1%	-14%	-3%	-2%	0%	1%
D1 antag	-1	-4	9	-14	8	-10	5	-8
RXFP1 agonist	0.4%	2.1%	0.0%	4.5%	0.8%	-0.4%	3.2%	4.7%
D1 ag	1	1	3	-1	2	4	10	4
D2 potentiator	-6	3	1	7	-7	-9	-3	-9
D1 potentiator	1	-2	-5	1	7	-3	-3	-5
LDHA inh	-2	-2	-5	0	3	-2	5	-1
Vif-A3G inh	-5%	1%	0%	4%	-28%	-12%&-11%	1%	-7%

17	CCOC(=O)c1c(C)oc2nc(C)nc(NCCc3ccc(S(N)(=O)=O)cc3)c12
18	CCN(Cc1ccccc1)c1ncnc2c1nnn2C
19	COc1ccc(-c2cc3c(=O)n(CC(=O)N4CCN(C)CC4)ncn3n2)cc1
20	Clc1cccc(Cl)c1CO/N=C/c1c(-c2ccccc2)nc2n1CCS2
21	CC(C)CN1C(=O)c2ccc(C(=O)NCc3ccccn3)cc2C1=O
22	CCCCN1C(=N)N([C@@H](CCC)CN2CCC[C@H]2CN2C(N)=NC[C@@H]2Cc2ccccc2)C[C@H]1Cc1ccccc1
23	O=C(NCc1nnnn1-c1ccc(F)cc1)c1ccc2ccccc2c1
24	CNC(=O)C[C@H]1C(=O)N(c2ccccc2)C[C@@H]1Cc1ccccc1
Compound	17	18	19	20	21	22	23	24
GRP78 ERSR act	-2%	0%	-2%	-2%	0%	-5%	-2%	-4%
Vif-A3F inh	2%	5%	-9%	-3%	-1%	-4%	-2%	9%
D1 antag	-7	x	-30	x	-2	x	x	x
RXFP1 agonist	3.8%	2.4%	5.6%	0.8%	-0.9%	x	x	x
D1 ag	4	-4	3	x	4	x	x	x
D2 potentiator	-5	1	14	x	0	x	x	x
D1 potentiator	1	0	-3	x	0	x	x	x
LDHA inh	-9	-5	-3	0	-1	-3	-1	2
Vif-A3G inh	-2%	-1%	2%	-3%	2%	1%	5%	5%

25	O=S(=O)(c1ccc(Cl)cc1)N1CCC2(CC1)OCCO2
26	CCN(CC)Cc1c(C(=O)N/N=C/c2c(Cl)cccc2Cl)nnn1-c1nonc1N
27	CCCCC1=CC2=CC(=O)C(C)(OC(=O)CC)C(=O)C2=CN1CCc1c[nH]c2ccccc12 (configuration not stated)
28	Oc1ccc(Br)cc1CNc1ccccn1
29	Cc1nn(C)c(C)c1C(=O)NN
30	NC(=O)[C@H]1CC2(CC(c3cccc(NC(=O)CC(c4ccccc4)c4ccccc4)c3)=NO2)CN1C(=O)c1ccccc1C(=O)c1ccccc1 (some centres not stated)
31	CN(Cc1ccccc1)S(=O)(=O)c1ccc(F)c(C(=O)Nc2ccccc2C(F)(F)F)c1
32	COc1cccc(-c2ccc(C3=CC(=O)CC(C)(C)C3=O)cc2)c1OC
Compound	25	26	27	28	29	30	31	32
GRP78 ERSR act	-7%	4%	-3%	0%	-5%	-1%	-2%	2%
Vif-A3F inh	-13%	10%	-1%	-5%	-2%	1%	1%	0%
D1 antag	-17	24	-7	7	4	-18	7	x
RXFP1 agonist	3.1%	10%	0.0%	0.4%	0.3%	0.4%	-0.2%	x
D1 ag	1	1	4	2	2	8	7	x
D2 potentiator	-6	23	2	4	5	7	10	x
D1 potentiator	-1	6	-9	-2	2	-4	-2	x
LDHA inh	0	0	45	-2	-1	-1	0	-4
Vif-A3G inh	-3%	0%	0%	-6%	2%	-2%	-2%	1%

# 8 compounds from above, arranged by length of the SMILES, descending.
22	CCCCN1C(=N)N([C@@H](CCC)CN2CCC[C@H]2CN2C(N)=NC[C@@H]2Cc2ccccc2)C[C@H]1Cc1ccccc1
19	COc1ccc(-c2cc3c(=O)n(CC(=O)N4CCN(C)CC4)ncn3n2)cc1
10	CC(C)OCCCNC(=O)Cn1ccc2cc(S(=O)(=O)N3CCCCC3)ccc21
20	Clc1cccc(Cl)c1CO/N=C/c1c(-c2ccccc2)nc2n1CCS2
25	O=S(=O)(c1ccc(Cl)cc1)N1CCC2(CC1)OCCO2
18	CCN(Cc1ccccc1)c1ncnc2c1nnn2C
28	Oc1ccc(Br)cc1CNc1ccccn1
9	CCC(CC)n1[nH]c(=O)cc1N
Compound	22	19	10	20	25	18	28	9
GRP78 ERSR act	-5%	-2%	0%	-2%	-7%	0%	0%	-3%
Vif-A3F inh	-4%	-9%	21%	-3%	-13%	5%	-5%	1%
D1 antag	x	-30	-4	x	-17	x	7	-1
RXFP1 agonist	x	5.6%	2.1%	0.8%	3.1%	2.4%	0.4%	0.4%
D1 ag	x	3	1	x	1	-4	2	1
D2 potentiator	x	14	3	x	-6	1	4	-6
D1 potentiator	x	-3	-2	x	-1	0	-2	1
LDHA inh	-3	-3	-2	0	0	-5	-2	-2
Vif-A3G inh	1%	2%	1%	-3%	-3%	-1%	-6%	-5%

# Continuation:
33	COCCN1C(=O)C(CC(=O)Nc2ccc(C(C)=O)cc2)SC1=Nc1ccccc1 (configuration not stated)
34	O=C(c1ccc2oc(Cc3ccc(Cl)cc3)nc2c1)N1CC[C@H](O)C1
35	COc1ccc(C)c2sc(NC(=O)c3ccc(S(=O)(=O)N4CCCC4)cc3)nc12
36	COc1ccc(S(=O)(=O)NCc2cccnc2)c(Cl)c1Cl
37	CCC(C(=O)N(C)Cc1ccccc1)n1nc(C)c2sc3ccccc3c2c1=O (configuration not stated)
38	Clc1ccc(-c2ccnc(-n3cccc3)n2)s1
39	CS(=O)(=O)N(CC(=O)NCCSc1ccccn1)c1cccc2ccccc12
40	O[C@H]1c2ccccc2[C@H](Cc2cncs2)[C@@H]1Br
Compound	33	34	35	36	37	38	39	40
GRP78 ERSR act	0%&-1%	-5%	-2%	-4%	-4%	3%	-3%	-1%
Vif-A3F inh	7%&2%	5%	-8%	-5%	-1%	-3%	-4%	7%
D1 antag	5	-16	-4	x	4	15	-23	x
RXFP1 agonist	1.5%	2.7%	4.7%	x	11%	13%	-0.3%	2.7%
D1 ag	2	3	1	x	2	8	5	0
D2 potentiator	-7	-7	2	x	12	-3	3	2
D1 potentiator	-8	-1	-1	x	2	-1	-3	-4
LDHA inh	-3&-3	0	2	-1	-5	0	-2	4
Vif-A3G inh	-2%&3%	2%	4%	1%	-2%	-1%	0%	-2%

41	COC(C[C@H](O)CC(=O)[C@H](C)OCc1ccccc1)OC
42	CCCOP(=O)(c1ccc(N(C)C)cc1)C(Nc1ccccc1)c1ccc(N(C)C)cc1 (configuration not stated)
43	O=C(O)c1ccccc1NSc1ccccc1[N+](=O)[O-]
44	CCOc1ccc(Cl)cc1S(=O)(=O)N1CCCC1
45	CCOC(=O)C1=C(C)NC(=O)NC1c1ccc(Br)s1 (configuration not stated)
Compound	41	42	43	44	45
GRP78 ERSR act	-2%	-4%	-1%	-5%	-2%
Vif-A3F inh	6%	3%	1%	-6%	-3%
D1 antag	59	-6	-5	2	x
RXFP1 agonist	-2.2%	-0.4%	0.4%	-1.1%	-0.3%
D1 ag	11	1	2	0	1
D2 potentiator	-4	-1	-1	-2	1
D1 potentiator	0	-1	16	-9	-3
LDHA inh	-11	2	-1	-6	-5
Vif-A3G inh	0%	0%	-4%	2%	-5%

# This is a subset; the hit share may differ from the screen's.
